# ADAM10 inh: ADAM10 inhibition, QFRET primary screen; inhibition, % at 7 µM; O14672; hit rate 0.62% among 370,000; recombinant ADAM10, EDANS/DABCYL FRET peptide cleavage, 3 h;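 active = inhibition above a per-campaign cutoff equal to the mean of compounds falling between control-based bounds plus 3 SD, cut at about 20% in these data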;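 also: 0% = DMSO wells while the 100% control is not disclosed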
# proKLK7 act: activators of human kallikrein-7 zymogen. AID 652039. purified proKLK7, EDANS-DABCYL substrate fluorescence; 100% is mature enzyme control, 0% vehicle. P49862. hit rate 0.9% among 370,000. activation, % at 7 µM;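 active = activation above the mean of all tested compounds plus 3 SD, computed per campaign excluding outliers beyond control limits, cut at about 13% in these data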
# ADAM17 inh: ADAM17 inhibition, QFRET primary screen. recombinant ADAM17, EDANS/DABCYL FRET peptide cleavage. inhibition, % at 6.95 µM. hit rate 0.83% among 370,000;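 active = inhibition above the mean of compounds lying between control limits plus 3 SD, set per campaign, cut at about 8.5% in these data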;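 also: 0% = DMSO-only wells as the low control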
# Target sequence (P78536 215-824 limits assumed): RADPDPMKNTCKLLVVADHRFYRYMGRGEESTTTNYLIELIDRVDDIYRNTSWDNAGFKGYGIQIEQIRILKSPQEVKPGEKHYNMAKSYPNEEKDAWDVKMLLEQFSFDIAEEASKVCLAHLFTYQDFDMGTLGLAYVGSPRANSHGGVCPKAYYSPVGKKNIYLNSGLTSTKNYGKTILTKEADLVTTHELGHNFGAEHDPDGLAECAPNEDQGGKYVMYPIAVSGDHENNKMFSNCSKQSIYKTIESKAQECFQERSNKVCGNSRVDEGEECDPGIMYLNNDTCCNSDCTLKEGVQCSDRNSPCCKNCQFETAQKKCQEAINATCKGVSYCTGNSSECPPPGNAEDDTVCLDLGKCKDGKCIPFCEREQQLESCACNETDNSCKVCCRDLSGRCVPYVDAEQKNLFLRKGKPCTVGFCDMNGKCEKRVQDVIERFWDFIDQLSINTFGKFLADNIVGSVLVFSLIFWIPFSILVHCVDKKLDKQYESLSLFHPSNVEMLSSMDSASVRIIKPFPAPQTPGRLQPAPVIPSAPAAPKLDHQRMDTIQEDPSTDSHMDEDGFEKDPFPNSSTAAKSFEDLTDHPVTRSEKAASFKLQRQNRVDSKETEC
# ASAP1 inh: inhibitors of human ASAP1 ArfGAP activity. hit rate 0.19% among 360,000. inhibition, % at 16.5 µM. Q9ULH1. ASAP1-stimulated ARF1 GTP hydrolysis, GDP FP detection; in the data active = inhibition above about 25%;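 also: 0% = vehicle with enzyme and substrate and 100% = no enzyme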
# LEDGF integ inh: blocks HIV-1 LEDGF/p75-dependent DNA integration. TR-FRET IN-LEDGF/p75 DNA integration, Eu/Cy5. inhibition, % at 3.7 µM. hit rate 0.64% among 370,000. AID 743269;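 active = inhibition above the screen-wide mean plus 3 SD, cut at about 13% in these data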;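 also: signal is the Cy5 over europium emission ratio at 671 and 618 nm; 0% = plate median of compound wells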
# PLC-gamma1 inh: blocks human PLC-gamma1 enzyme activity | P19174 | AID 720700 | purified PLC-gamma1, fluorogenic substrate, fluorescence | hit rate 0.84% among 370,000 | inhibition, % at 12.2 µM; in the data active = inhibition above about 9.5%
# Tn6 DDE FP: disrupts Tn6 cyclic peptide binding to fibrin D-Dimer-E complex. Fibrin DD(E) TRITC-Tn6 fluorescence polarization displacement. inhibition, % at 8.3 µM. hit rate 0.21% among 370,000;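 active = inhibition above a per-campaign cutoff: mean of compounds within control limits plus 3 SD, cut at about 15% in these data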;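 also: 0% = median of all compound wells on the plate and 100% = blocking peptide control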
# Target sequence (P02675 whole entry, looked up): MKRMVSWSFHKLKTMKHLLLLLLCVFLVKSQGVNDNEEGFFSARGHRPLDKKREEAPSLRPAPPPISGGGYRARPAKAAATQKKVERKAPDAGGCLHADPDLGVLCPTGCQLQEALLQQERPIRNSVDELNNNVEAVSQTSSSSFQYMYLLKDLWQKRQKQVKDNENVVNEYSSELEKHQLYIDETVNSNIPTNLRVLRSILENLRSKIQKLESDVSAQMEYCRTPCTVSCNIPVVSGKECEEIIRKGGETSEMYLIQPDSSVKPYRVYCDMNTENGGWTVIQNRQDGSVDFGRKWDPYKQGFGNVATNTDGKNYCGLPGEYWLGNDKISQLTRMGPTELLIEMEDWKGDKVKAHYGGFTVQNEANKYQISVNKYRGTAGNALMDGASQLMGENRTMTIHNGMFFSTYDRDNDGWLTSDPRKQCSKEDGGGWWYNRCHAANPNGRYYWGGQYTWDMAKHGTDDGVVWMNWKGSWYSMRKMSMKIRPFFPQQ
# ARFGAP1 inh: inhibitors of rat ARFGAP1; hit rate 0.26% among 360,000; inhibition, % at 16.5 µM; AID 651572; Arfgap1-stimulated ARF1 GTP hydrolysis, GDP FP detection;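 active = inhibition above a per-plate limit, mean inhibition of low control wells plus 3 SD, cut at about 25% in these data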;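 also: 0% = DMSO wells with enzyme and 100% = wells lacking Arfgap1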
#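 Assay system: Rat Arfgap1 GAP domain (His6, aa 1-136), purified enzyme | Buffer or medium: HEPES 25 mM pH 7.5, NaCl 150 mM, MgCl2, DTT | Schedule: GTP hydrolysis reaction 2 h at 25 °C | Signal: FP of antibody-bound GDP Alexa 633 tracer, ex 620/em 688 nm | Measure: Percent inhibition of Arfgap1-stimulated GTP hydrolysis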
# DDE Tn7 FP inh: disrupts Tn7 cyclic peptide binding to fibrin D-Dimer-E complex; P02675; FP displacement of FITC-Tn7 peptide from fibrin DD(E); 0% = median of compound wells per plate; inhibition, % at 8.3 µM; hit rate 0.13% among 370,000; AID 720508;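 active = inhibition above the mean of compounds falling within the control limits plus 3 SD of them, cut at about 14% in these data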;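 also: 0% = plate median of compound wells and 100% = 10 µM Aha-Tn7 peptide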
#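 Assay system: Human clot-derived fibrin DD(E) complex | Buffer or medium: Tris/NaCl/CaCl2 buffer, pH 7.8 | Repeats: One replicate per compound | Benchmarks: Aha-Tn7 high control | Measure: % inhibition scaled between sample-field median and high-control FP | Schedule: 10 min plus 3 h, room temperature | Signal: Fluorescence polarization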
# TDP2 inh: blocks human TDP2 phosphodiesterase activity; O95551; inhibition, % at 12.8 µM; recombinant TDP2, T5PNP hydrolysis, p-nitrophenol absorbance 415 nm; AID 720702; hit rate 0.34% among 370,000;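 active = inhibition above the mean of all tested compounds plus 3 SD, set per campaign, cut at about 25% in these data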;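 also: 0% = DMSO with enzyme and 100% = buffer with substrate but no TDP2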
#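 Test system: Human TDP2 enzyme | Reagent: 5 mM T5PNP | Compound dosing: 12.8 µM single point, 1% DMSO | Incubation: Enzyme reaction with compound for 2 h at 37 °C | Technique: p-Nitrophenol epi absorbance | Read-out: % inhibition relative to enzyme-containing and enzyme-free wells | Benchmarks: High control without enzyme, low control DMSO plus TDP2 | Replicates: Singlicate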
# Active calls of the source: *; i = inactive; x = not tested or not shown; & = joins results of further samples.
item	SMILES	PLC-gamma1 inh	ARFGAP1 inh	ADAM17 inh	Tn6 DDE FP	ASAP1 inh	TDP2 inh	DDE Tn7 FP inh	proKLK7 act	LEDGF integ inh	ADAM10 inh
1	Cc1cc(=O)[nH]c(SCC(=O)NC2CCCCC2)n1	1.5	-2.7	0.8	7.6	-12.2	-4.6	0.2	0.4	-1.2	-2.2
2	O=C(/C=C/Nc1ccc(OC(F)(F)F)cc1)C(F)(F)F	1.4	7.2	-5.4	0.1	0.8	9.8	-3.9	-0.3	4.0	-3.6
3	CS(=O)(=O)/C(C#N)=C/c1c(-c2ccccc2)nc2n1CCS2	1.2	-1.3	-6.0	1.9	-0.2	18.9	1.3	-0.1	-1.7	-12.8
4	COc1ccc(-c2nnc3sc(COc4ccccc4)nn23)cc1	-0.9	-2.7	-2.6	2.7	1.8	-8.9	-0.3	-0.4	2.9	-12.6
5	CCCOc1cccc(-c2cc(C(=O)N/N=C/c3cccnc3)c3ccccc3n2)c1	-17.6	0.1	4.8	-10.5	0.3	-11.7	-2.3	-6.9	0.7	11.2
6	Cc1ccc(CNC(=O)COC(=O)COc2ccc(C#N)cc2)cc1	0.6	-1.5	-1.0	-2.0	-2.7	-0.8	-6.0	0.5	0.8	6.3
7	COc1c(Cl)cnn(-c2ccc(Cl)c(Cl)c2)c1=O	1.1	2.5	-1.4	5.3	4.3	-6.4	-6.4	-0.5	0.6	3.9
8	O=C(COC(=O)c1ccc(Br)o1)Nc1nc2c(F)c(F)c(F)cc2s1	-4.1	-1.4	1.1	-2.0	-1.9	4.8	-3.8	-0.2	2.3	2.4
9	Cc1ccc(C(=O)Nc2nc(-c3ccc(F)cc3)cs2)o1	-12.8	-4.2	1.5	0.5	0.2	-4.3	7.7	0.1	-2.5	2.0
10	CCOC(=O)CNC(=O)c1ccc2c(c1)OCCO2	4.0	-5.4	-2.3	-4.5	-4.8	8.2	-2.0	-0.3	-0.8	2.0
11	COc1ccc(NC(=O)C2CCCC2)cc1	1.6	-1.8	-1.6	-1.4	-3.1	11.7	3.4	-0.6	0.5	3.3
12	COc1ccc2nc(C)cc(SCC(=O)Nc3c(C)cc(C)cc3C)c2c1	-0.1	5.2	4.0	-3.3	12.4	-12.1	-2.9	-0.7	5.8	2.8
13	O=C(c1cc(Cl)cc(Cl)c1)N1CCC(=O)N(C(COCc2ccccc2)Cc2ccccc2)CC1 (stereo unspecified)	0.0	-8.9	6.0	6.7	0.3	-9.3	-0.9	0.0	-4.0	0.9
14	COc1ccc(Cl)cc1NC(=S)NCCSc1ccc(C)cc1	1.4	-1.0	7.0	-0.6	12.2	-2.0	-10.8	0.1	-1.6	9.8
15	COc1ccc(OC)c(NC(=O)C(=O)c2cn(CC(=O)N3CCCC3)c3ccccc23)c1	-5.4	-9.0	0.9	-13.2	7.1	19.4	-3.4	-6.0	2.2	-0.2
16	NC(=O)N1c2ccccc2C=Cc2ccccc21	1.6&-1.1	-0.9&-4.1	-0.2&-2.2	-5.1&3.6	-8.4&1.2	-4.5&-0.5	10.1&5.2	-0.6&-0.7	-0.9&0.3	3.4&-0.2
17	CCOC(=O)c1cc(C#N)c(N2CCCCC2)nc1-c1ccccc1	-174.8	9.4	-19.9	2.3	-5.3	3.6	4.4	-7.9	2.5	-56.7
18	CC(C)(C)NS(=O)(=O)c1ccc2[nH]c3c(c2c1)CCCCC3	-4.2	3.3	-3.8	4.5	7.6	-2.9	7.7	1.7	-1.9	-4.8
19	Cc1ccc2nc(N3CC(=O)Nc4ccccc43)nc(-c3ccccc3)c2c1	-14.6	8.9	2.0	-11.4	6.8	-3.4	-2.7	0.1	-0.1	-13.8
20	CCCCn1c(NCc2cccs2)nc2ccccc21	-0.6	-4.5	-4.4	-1.3	-9.1	6.3	2.0	0.5	0.6	-5.2
21	Cc1cccc(CSCCNC(=O)c2ccc(CN3CCOCC3)cc2)c1	6.4	-1.6	-1.3	-7.8	9.1	1.8	-1.8	-0.2	-2.5	0.1
22	CC1CN(C(=O)CSc2nnc(-c3ccncc3)n2-c2ccccc2)CC(C)O1 (stereo unspecified)	-0.7	-12.0	-3.0	-1.3	-4.2	13.9	3.0	-0.1	-1.6	-4.7
23	O=C(Cc1c[nH]c2ccccc12)NCC(=O)Nc1ccc(F)c(F)c1F	-1.6	11.1	-4.4	3.4	6.5	-3.8	-2.1	-0.3	8.3	-4.1
24	CCN1CCc2nc(N)sc2C1	-0.8	8.3	-7.3	6.3	10.9	4.4	5.2	-0.1	-3.1	-3.6
25	CC1CCCCN1S(=O)(=O)c1ccc(C(=O)Nc2nnc(-c3ccccn3)o2)cc1 (stereo unspecified)	-2.6	-3.8	-1.5	2.1	6.1	-2.2	4.2	1.1	-1.7	1.1
26	CCN(CC(=O)NCc1cccs1)C(=O)c1ccc(-c2cccc(C(F)(F)F)c2)o1	-4.7	-1.9	0.9	4.0	3.7	5.3	-4.9	0.6	2.6	-1.1
27	Cc1ccsc1C(=O)OCC(=O)NCCNC(=O)COC(=O)c1sccc1C	3.5	12.5	-0.6	2.3	4.4	-15.8	-9.8	0.3	-1.4	-5.8
28	C=CCn1c(CSCc2ccc(F)cc2)n[nH]c1=S	-0.1	0.7	-2.7	4.7	-11.4	-1.2	3.2	0.3	2.0	1.2
29	Cc1oc2c(CN3CCCC3)c(O)ccc2c(=O)c1-c1ccc(Cl)cc1	i	0.6	-410.3	8.3	-6.8	4.0	-6.8	27.2*	-0.1	i
30	CC(=O)Oc1ccc2occ(-c3ccccc3)c2c1	1.7	1.6	-3.9	-7.7	1.9	-5.1	-1.4	0.1	0.8	-4.1
31	O=C(Oc1ccc(Br)cc1C(=S)N1CCCC1)c1ccccc1F	13.2*	-9.8	6.3	2.0	6.2	-6.3	-5.5	-0.3	9.3	10.2
32	CCSCCCn1[nH]c2ccccc2c1=O	-7.2	11.3	-5.5	-4.8	0.3	7.7	-4.1	-9.8	-5.6	-19.8
33	CCC(C)NS(=O)(=O)c1ccc(OCC(=O)N2CCC(C)CC2)cc1 (stereo unspecified)	4.9	2.8	2.0	-1.1	4.8	-8.7	-10.2	0.9	4.1	-8.0
34	COc1ccc(OCC(=O)Nc2ccc3c(c2)nc(CN2CCN(C(C)=O)CC2)n3C)cc1	-1.2	0.3	-5.1	-4.3	9.3	1.1	-1.7	0.0	2.8	-6.9
35	COCC(=O)N(Cc1ccccc1)c1ccccc1C(=O)Nc1cc(OC)ccc1OC	-2.3	x	-0.5	-5.1	x	-3.7	-1.1	-0.5	-3.6	-11.9
36	O=C(O)c1cc(S(=O)(=O)Nc2cccc3ccccc23)c(Cl)cc1Cl	-2.7	9.8	1.4	-1.3	5.1	9.9	-2.3	0.7	1.9	-1.6
37	CCOC(=O)CCCCNC(=O)Nc1ccccc1	0.1	-3.0	-4.1	5.2	5.4	6.4	2.2	0.0	0.2	3.3
38	Cc1cc(C(=O)CSc2nc(N)cc(=O)[nH]2)c(C)n1CCc1ccc(Cl)cc1	2.3	16.1	1.5	-12.3	4.7	2.1	1.1	0.0	0.5	-6.8
39	Cc1ccc(S(=O)(=O)N(C)/N=C/c2ccc(C(=O)O)cc2)cc1	3.4	-4.6	2.6	6.6	-3.9	-6.6	1.0	-0.7	-0.8	6.2
40	Nc1nonc1-n1nnc(C(=O)N/N=C\c2ccncc2)c1CN1CCCCC1	7.9	10.6	-5.0	-5.2	-4.9	-0.1	2.4	0.2	4.0	-8.8
41	O=C(CSc1nncn1-c1ccccc1)NC1CCCc2ccccc21 (stereo unspecified)	-0.6	-1.1	0.3	-6.2	-11.7	0.8	-6.2	0.0	0.6	7.6
42	C#CC[N+]1(CC#Cc2ccccc2)CCCCC1	-0.2	14.5	-2.3	-2.4	15.5	-9.0	-4.2	0.2	1.3	-1.9
43	CC(NC(=O)CSc1nnc2n1CCCCC2)c1ccccc1Cl (stereo unspecified)	-3.8	12.8	-5.0	0.8	-6.9	5.8	-1.0	0.2	-4.3	-14.7
44	Cn1c(=NC(=O)C(C)(C)C)sc2cccc(F)c21	3.0	3.8	-4.8	7.8	-3.3	-15.0	6.5	-0.3	-4.7	-3.7
45	O=C(Cc1cc(=O)[nH][nH]1)N/N=C/c1c(Cl)cccc1Cl	7.7&1.5	-2.1&5.3	-1.9&1.0	-8.5&-4.4	2.9&3.9	10.1&20.0	-6.8&-1.9	-1.1&0.0	1.2&2.0	10.1&3.8
46	COc1ccc(CNC(=O)C2CCN(S(=O)(=O)c3cccc4nsnc34)CC2)cc1	11.0*	3.3	0.6	10.2	0.4	-10.1	-8.0	-0.2	-0.7	7.8
47	Cc1ccccc1NC(=O)Cn1nc(C(F)(F)F)cc1C1CC1	0.3	9.9	-2.8	3.4	4.2	10.0	1.0	-0.1	-2.2	2.6
48	Cc1ccc(C)c(CN2C(=O)c3ccccc3S(=O)c3ccc(C(=O)N4CCN(c5ccccn5)CC4)cc32)c1 (stereo unspecified)	4.5	2.0	6.1	-5.7	-12.5	1.9	-3.1	-0.2	-3.3	15.3
49	Cc1c(N(C(=O)c2ccccn2)C2(C(=O)NC3CCCCC3)CCCCC2)c(=O)n(-c2ccccc2)n1C	1.7	-0.3	-0.2	-0.3	11.2	0.4	1.9	-0.2	5.1	-2.5
50	COc1cccc(CN2CCC(Oc3ccc(C(=O)NCc4ccccn4)cc3)CC2)c1	2.2	-7.2	1.3	7.8	1.6	-5.5	-1.2	-0.3	2.0	-5.3
51	CN(C)C(=O)N1CCN(c2nc(-c3ccccc3)cs2)CC1	0.4	-1.8	0.4	-2.7	7.6	-11.5	4.7	0.0	-5.8	19.2
52	Cc1ccc(/C=N/NC(=O)Cn2ccc(C(F)(F)F)n2)o1	2.3	3.6	1.9	-4.7	-6.8	7.8	-1.6	-0.4	3.6	3.4
53	Cc1nc(C(F)(F)F)c(C(=O)O)cc1-c1nc(-c2ccccc2)cs1	-24.9	6.6	-32.3	-0.2	-0.7	2.5	-0.7	0.6	1.0	-73.9
54	Cc1nc2cc(NC(=O)CS(=O)(=O)c3ccccc3)ccc2s1	2.5	-6.5	0.2	-1.7	6.0	5.3	-6.2	0.0	4.0	-5.1
55	CSc1nc(O)c(C(c2ccc(OC(C)C)cc2)c2c(O)nc(SC)[nH]c2=O)c(=O)[nH]1	-0.9	-0.6	-6.7	-4.4	-6.2	5.4	7.2	-0.4	1.4	-8.2
